S3 lipid droplet: qHTS Assay for Lipid Storage Modulators in Drosophila S3 Cells; Drosophila S3 cells, BODIPY lipid droplet fluorescence, 18-24 h; cells fed with added oleic acid; actives 0.64% (n = 320,000); Potency in µM for hits, for the others lipid storage change, negative = inhibition, % at the top dose, mostly 46.1 µM; active = well fitted inhibition curve with a large enough effect in the signal ratio, with a control signal flat, not every such curve was filed as active; inconclusive = small, poorly fitted or top-dose-only effect, or effect the other way, or a change in a side signal; the % refers to the signal ratio
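Drosophila S3 cells got compounds at several concentrations plus oleic acid (400 uM solution). Laser-scanning cytometry with 488 nm excitation read lipid droplets at 500-530 nm and cells at 575-640 nm. Percent activity was relative to 20 uM Triacsin C.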
S3 lipid droplet cell count max: recorded beside S3 lipid droplet, whose call it bears; cell number change, %; measured here: cell count max response;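 cells counted by Cell Tracker Red CMTPX staining in the red channel; peak over a dose series mostly up to 46.1 µM; percent activity relative to internal control wells on each plate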
An asterisk follows results filed as active; i = inactive; ? = inconclusive; . = no result given; [ ] = another dose, or the depositor's remark. % is set by controls: 0 for no effect and ±100 for the full control effect; potency is the fitted concentration of half-maximal effect. These rows are one share of the data; the hit share may differ from the screen's.

S3 lipid droplet cell count max,S3 lipid droplet,Structure
.,?,CC(C)C(=O)OC1CCS(=O)(=O)c2sccc21 (stereo not drawn)
2,-19%,CC(=O)Nc1ccc(S(=O)(=O)NC(C(=O)O)C(C)O)cc1 (stereo not drawn)
.,?,CN1CC(=O)N(CC(=O)Nc2ccc(N(C)C)cc2)c2ccccc2C1=O
-2,20%,CC1CCN(C2(O)C(=O)Nc3ccc([N+](=O)[O-])cc32)CC1 (stereo not drawn)
4,-1%,O=c1cc(CN2CCN(c3ccccc3F)CC2)c2cc(O)c(-c3ccccc3)cc2o1
-12,-2%,O=C(CCCNC(=O)/C(=C\c1ccc(F)cc1)NC(=O)c1ccccc1)OCc1ccccc1
4,7%,Cc1cc(C)n(CCN(C)C(=O)CCc2nnc(-c3ccc4c(c3)OCO4)o2)n1
.,?,CC(=O)NC(=S)Nc1ccc(NC(=O)COc2ccc(Cl)cc2)cc1
.,i,CCc1ccc(C(=O)NC(C(=O)NCC2CCCO2)C(C)C)cc1 (stereo not drawn)
.,?,CC(C)C(C)NC(=O)CSc1ccc(S(=O)(=O)N2CCOCC2)cn1 (stereo not drawn)
.,?,COc1cnc(-c2ccccn2)nc1Sc1ccc(Cl)cc1
.,?,Cc1cc(C)nc(/N=C(/NC(=O)c2ccccc2)Nc2ccccc2)n1
.,?,CC(/C=N/NC(=O)c1cc(C(C)C)[nH]n1)=C\c1ccccc1
.,?,COc1ccc(/C(N)=N/OC(=O)c2ccc(C)c([N+](=O)[O-])c2)cc1
.,?,COc1ccc(S(=O)(=O)N(CC(=O)N2CCN(c3ccccc3OC)CC2)c2ccccc2)cc1
.,?,CS(=O)(=O)c1ccc2nc(NC(=O)C3CC(=O)N(c4ccc(F)cc4)C3)sc2c1 (stereo not drawn)
3,-9%,O=C(Cn1cnc([N+](=O)[O-])n1)NCCc1ccccc1
.,?,CC(C)c1c(C(=O)N/N=C/c2ccc(-c3ccccc3)cc2)nnn1-c1nonc1N
.,?,COc1ccc(OC)c(NC(=O)COC(=O)C2CCC2)c1
.,?,O=C(CN1C(=O)c2cccnc2Oc2ccc(Cl)cc21)N1CCCC1

Two of the compounds above, with values under each structure.
Sequence of screens: S3 lipid droplet cell count max | S3 lipid droplet
> CC(=O)NC(=S)Nc1ccc(NC(=O)COc2ccc(Cl)cc2)cc1
 : . | ?
> CCc1ccc(C(=O)NC(C(=O)NCC2CCCO2)C(C)C)cc1 (stereo not drawn)
 : . | i

The list continues:
S3 lipid droplet cell count max,S3 lipid droplet,Structure
.,?,CCc1cc2c(SCC(=O)N3CCCC3=O)ncnc2s1
17,3%,CCN(CC)S(=O)(=O)c1ccc(C(=O)NCC2CCCCC2)cc1
.,?,COCCNC(=O)C(c1c[nH]c2ccccc12)N(C(=O)c1snc(C(N)=O)c1N)c1cccc(OC)c1 (stereo not drawn)
.,?,CCOc1ccc(CCNc2nc3ccccc3n3cnnc23)cc1OCC
.,?,COc1cc(S(=O)(=O)Nc2ccccc2)ccc1NC=O
.,?,C=C1c2ccccc2NC(=O)N1c1ccc(C)cc1
.,?,CC(C)CCn1nc(C(=O)OC(C)C(=O)NC(N)=O)c2ccccc2c1=O (stereo not drawn)
.,i,C=CCSc1nc2c(c(=O)[nH]c(=O)n2C)n1Cc1ccccc1
.,?,CC(Oc1ccc(Cl)cc1)c1ccnn1S(=O)(=O)c1ccccc1 (stereo not drawn)
.,?,CSc1ccccc1C(=O)Nc1nc2ccccc2[nH]1
.,?,CCCCOc1c(Br)cc(/C=N/O)cc1OCC
13,-5%,CCN(CC)S(=O)(=O)c1ccc(F)cc1
.,?,O=C(NNC(=O)c1cc(-c2cccnc2)nc2ccccc12)Nc1ccc(Cl)cc1
-14,-8%[9.22 µM],COC(=O)CNC(=O)C12CC3CC(C1)CC(c1ccc(C)cc1)(C3)C2
.,i,CNC(=O)c1sc(-c2ccccc2)nc1C
.,?,CCC(C)[C@H](NC(=O)NCCC1=CCCCC1)C(=O)OC (stereo partly drawn)
-3,-14%,NS(=O)(=O)c1ccc(NC(=O)c2ccc(S(=O)(=O)N3CCOCC3)o2)cc1
-20*,18µM*,CCOC(=O)C1=C(CN2CCN(C(=O)c3ccco3)CC2)NC(=O)NC1c1ccc(OC(C)C)cc1 (stereo not drawn)
.,?,O=C(c1cc2ccc([N+](=O)[O-])cc2oc1=O)N1CCOCC1
12,4%,Cc1cc(=O)oc2cc(OCC(=O)OCC(=O)Nc3ccc(C(C)C)cc3)ccc12

S3 lipid droplet cell count max,S3 lipid droplet,Structure
.,?,CCN(C(=O)Cn1c(=O)oc2ccccc21)c1c(N)n(Cc2ccccc2)c(=O)[nH]c1=O
.,?,O=C(c1cc(COc2cccc(C(F)(F)F)c2)on1)N1C[C@@H]2CCC[C@H]1C2
0,1%,O=C(CN1C(=O)c2ccccc2C1=O)N1CCN=C1c1ccccc1
.,?,CCS(=O)(=O)NCCc1csc(-c2cccnc2)n1
2,3%,CCOC(=O)Cc1nnc(NCc2ccccc2)c2ccccc12
2,4%,O=C1Nc2ccccc2N(O)N1c1ccc(S(=O)(=O)N2CCOCC2)cc1
0,11%,CCOC(=O)CSc1nc2ccccc2c(=O)n1CC1CCCO1 (stereo not drawn)
-16,0%,Cc1ccc(-c2cc(C(=O)N/N=C/c3c[nH]c4ccccc34)n[nH]2)o1
3,7%,CC(C)CN1C(=O)NC(NC(=O)c2cccnc2)(C(F)(F)F)C1=O (stereo not drawn)
.,?,Cc1ccc(CSCC(=O)N(CCC(C)C)c2c(N)n(Cc3ccccc3)c(=O)[nH]c2=O)cc1
-7,11%,c1ccc2oc(-c3ccc(Nc4nc(N5CCCC5)nc(N5CCOCC5)n4)cc3)nc2c1
19,-3%,C/C(=N/NC(=O)CC1N=C(Cc2ccccc2)NNC1=O)c1cccnc1 (stereo not drawn)
.,?,O=C(Nc1ccc(S(=O)(=O)N2CCOCC2)cc1)c1ccc2c(c1)S(=O)(=O)c1ccccc1C2=O
.,6%,CCOC(=O)N1CCC(NC(=O)c2ccccc2C(=O)O)CC1
.,?,CC(C)COC(=O)COc1cc(Cl)c(Cl)cc1Cl
1,-14%,CCc1cc(S(N)(=O)=O)cc(CC)c1NC(C)=O
.,?,COC(=O)c1cc(S(=O)(=O)N2CCN(c3cccc(Cl)c3)CC2)c[nH]1
.,?,CCN(CC1CCCN(CCc2cccc(F)c2)C1)C(=O)c1cc(C)oc1C (stereo not drawn)
9,2%,CS/C(=N\S(=O)(=O)c1cccs1)Nc1ccc(F)cc1
0,11%,O=C(N/N=C/c1ccc(N2CCOCC2)o1)c1ccccc1[N+](=O)[O-]

5 of the compounds above, with two lines to a compound.
Results follow in this order: S3 lipid droplet cell count max, S3 lipid droplet
- O=C1Nc2ccccc2N(O)N1c1ccc(S(=O)(=O)N2CCOCC2)cc1
→ 2, 4%
- CCOC(=O)CSc1nc2ccccc2c(=O)n1CC1CCCO1 (stereo not drawn)
→ 0, 11%
- Cc1ccc(-c2cc(C(=O)N/N=C/c3c[nH]c4ccccc34)n[nH]2)o1
→ -16, 0%
- CC(C)CN1C(=O)NC(NC(=O)c2cccnc2)(C(F)(F)F)C1=O (stereo not drawn)
→ 3, 7%
- Cc1ccc(CSCC(=O)N(CCC(C)C)c2c(N)n(Cc3ccccc3)c(=O)[nH]c2=O)cc1
→ ., ?

Next section:
S3 lipid droplet cell count max,S3 lipid droplet,Structure
.,?,CCn1nnnc1-c1ccc(OC)c(S(=O)(=O)Nc2ccc(S(N)(=O)=O)cc2)c1
.,?,COc1cc(/C=C/C(=O)OCC(=O)NCC(=O)Nc2cccc(C)c2C)ccc1OC(F)F
.,?,O=C(COC(=O)c1cc(S(=O)(=O)N2CCCC2)ccc1O)Nc1ccc(SC(F)F)cc1
.,24%,O=C(O)C1CC=CCC1C(=O)NCc1cn2ccccc2n1 (stereo not drawn)
-4,i,CN(/N=C/c1ccc(N(C)C)cc1)C1=NS(=O)(=O)c2ccccc21
.,?,COCCCNC(=O)CC1Oc2ccccc2NC1=O (stereo not drawn)
.,?,Cc1ccc(NC(=O)c2cnn(-c3ccccc3)c2NC(=O)c2ccco2)cc1C
-21,1%,Cc1ccc(S(=O)(=O)c2nnn(-c3cccc(F)c3)c2N)cc1
.,?,COC(=O)c1ccc(Oc2cc(C)nc(NCc3ccccc3)n2)cc1
.,?,Cc1cccc(C)c1NC(=S)N/N=C1\CC2CC=CC12 (stereo not drawn)
7,i,CC(C(=O)N1CCN(Cc2ccc3c(c2)OCO3)CC1)n1cc([N+](=O)[O-])cn1 (stereo not drawn)
.,4%,CC(=O)Nc1ccc(NC(=O)c2ccc3c(c2)CCN3S(C)(=O)=O)cc1
4,5%,CC1=NN(c2ccc(Cl)cc2)C(=O)C1C(c1ccccc1O)c1c(C)[nH]n(-c2ccc(Cl)cc2)c1=O (stereo not drawn)
2,26%,CC(C)n1c(C(=O)OCC(=O)NCc2ccc3c(c2)OCO3)cc2sccc21
-6,28%,COCCCNCCCCOc1c(Cl)cc(C)cc1Br
.,?,Cc1ccc(-n2c(=O)c3sccc3n(CC(=O)NCc3ccco3)c2=O)cc1
.,?,CCc1noc(C)c1C(=O)OCC(=O)Nc1nc(-c2ccc(F)c(F)c2)cs1
.,?,CCC(C)C(NC=C1C(=O)OC(C)(C)OC1=O)C(=O)O (stereo not drawn)
-11,i,CCC1CN(C(=O)N2CCC(C(=O)NCc3ccco3)CC2)c2cc(C)ccc2O1 (stereo not drawn)
.,?,CCCn1c(SCC(=O)NCC(=O)Nc2ccc(F)c(F)c2F)nc2ccccc2c1=O

Whole records, looked up by structure. Screens in order: S3 lipid droplet cell count max | S3 lipid droplet
CCn1nnnc1-c1ccc(OC)c(S(=O)(=O)Nc2ccc(S(N)(=O)=O)cc2)c1 reads . | ?
CCOC(=O)Cc1nnc(NCc2ccccc2)c2ccccc12 reads 2 | 3%
CCN(CC)S(=O)(=O)c1ccc(F)cc1 reads 13 | -5%
O=C1Nc2ccccc2N(O)N1c1ccc(S(=O)(=O)N2CCOCC2)cc1 reads 2 | 4%

(further entries)
S3 lipid droplet cell count max,S3 lipid droplet,Structure
.,?,Cc1nc2sccn2c(=O)c1S(=O)(=O)Nc1ccc(N2CCN(C)CC2)cc1
-12,24%,O=C(CC1C(=O)NCCN1Cc1cccc(F)c1)NCCCOc1cccnc1 (stereo not drawn)
.,?,CCOC(=O)C(CC(=O)Nc1nc(C(C)=O)c(C)s1)C(C)c1ccccc1 (stereo not drawn)
.,?,O=C(NCC(=O)N1CCCC(C(F)(F)F)C1)c1ccco1 (stereo not drawn)
.,?,O=C(O)c1ccccc1SCc1csc(-c2ccccc2)n1
.,?,Cc1cccc(-n2ccc(=O)c(C(=O)O)n2)c1
-16,-21%,Cc1c(N/C(=N/S(=O)(=O)c2ccc(Cl)cc2)c2ccccc2)c(=O)n(-c2ccccc2)n1C
.,?,COc1cccc2c(=O)n(CC(=O)Nc3cccc(F)c3)ccc12
0,4%,CCOC(=O)C1=C(O)/C(=C/c2ccc(-c3ccccc3C(=O)O)o2)SC1=Nc1ccc(OC)cc1
.,i,COC(=O)c1ccc(OC)c(CSc2nnc(COc3ccccc3)o2)c1
.,?,O=C1CCCC/C1=C/NCc1ccccc1
.,?,O=C(NCc1cccc2ccccc12)c1cccs1
.,?,Cc1ccc(NC(=O)Cn2nnc3ccccc3c2=O)cc1C
9,21%,CC(=O)N1CCCN(Cc2cn(-c3ccc(C)cc3)nc2-c2cccc(C)c2)CC1
.,?,COc1ccsc1C(=O)Nc1ccc(F)cc1F
.,?,CCNC(=O)c1cc2c(=O)n3cccc(C)c3nc2n(CCc2ccccc2)c1=N
3,3%,C[C@H](NC(=O)OCc1ccccc1)c1nnc([C@H](C)NC(=O)OCc2ccccc2)o1
25*,0.092µM*,O=C(O)Cc1sc(Nc2cccc3ccccc23)nc1-c1ccccc1
.,?,CCOc1ncccc1C(=O)OCCN1C(=O)c2ccccc2C1=O
.,?,CC(C)(C)C1CCC(C(=O)OCC(=O)c2ccc[nH]2)CC1 (stereo not drawn)

S3 lipid droplet cell count max,S3 lipid droplet,Structure
-1,-2%,Cc1ccc(CNC(=O)C(NS(=O)(=O)c2cccc3nsnc23)c2ccccc2)cc1 (stereo not drawn)
-1,-1%,Cn1c(=O)c2c(nc(SCc3nn[nH]n3)n2Cc2ccccc2F)n(C)c1=O
6,i,CC(=O)Nc1ccc(N/C=C(\C#N)S(=O)(=O)c2ccc(Cl)cc2)cc1
.,?,CC(=O)c1ccc(OCC(=O)c2ccc(-c3ccccc3)cc2)cc1
.,?,CCc1noc(C)c1C(=O)OC(C)C(=O)Nc1cc([N+](=O)[O-])ccc1OC (stereo not drawn)
.,?,O=C(NNC(=O)C1CCN(c2ncccn2)CC1)c1ccc(F)cc1
.,?,Cc1ccccc1C(=O)NCC(=O)NNC(=O)c1cccc(Cl)c1
19,i,CC(=O)Nc1cccc(C(=O)N2CCN(S(=O)(=O)c3ccc4ccccc4c3)CC2)c1
.,?,CCOC(=O)c1c(C)nc2sc(C(N)=O)c(N)c2c1-c1ccccc1
.,?,CCOc1ccc(NCc2ccccc2OCc2cccc(F)c2)cc1
4,7%,COc1nc(-c2ccccc2)cc(-c2ccc3c(c2)OCO3)c1C#N
2,i,Cc1cccc(N2CCN(S(=O)(=O)c3cn(C)cn3)CC2)c1C

Shown as tab-separated lines: 2 of the compounds above
compound	S3 lipid droplet cell count max	S3 lipid droplet
COc1nc(-c2ccccc2)cc(-c2ccc3c(c2)OCO3)c1C#N	4	7%
Cc1cccc(N2CCN(S(=O)(=O)c3cn(C)cn3)CC2)c1C	2	i
